mcGAS RapidFire – inhibitors of Mus musculus cyclic GMP-AMP synthase, initial high-throughput assay, cell-free, RapidFire MS | inhibition, % at 12.5 µM | hit rate 0.18% among 130,000 | recombinant mouse cGAS, cGAMP by RapidFire MS | Q8C6L5;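 active = inhibition of cGAS enzyme activity at or above 60%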;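 note: enzyme stimulated by 45 bp dsDNA with ATP and GTP substrates; cGAMP share of summed cGAMP plus half ATP and half GTP signals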
Target sequence (Q8C6L5 whole entry, looked up): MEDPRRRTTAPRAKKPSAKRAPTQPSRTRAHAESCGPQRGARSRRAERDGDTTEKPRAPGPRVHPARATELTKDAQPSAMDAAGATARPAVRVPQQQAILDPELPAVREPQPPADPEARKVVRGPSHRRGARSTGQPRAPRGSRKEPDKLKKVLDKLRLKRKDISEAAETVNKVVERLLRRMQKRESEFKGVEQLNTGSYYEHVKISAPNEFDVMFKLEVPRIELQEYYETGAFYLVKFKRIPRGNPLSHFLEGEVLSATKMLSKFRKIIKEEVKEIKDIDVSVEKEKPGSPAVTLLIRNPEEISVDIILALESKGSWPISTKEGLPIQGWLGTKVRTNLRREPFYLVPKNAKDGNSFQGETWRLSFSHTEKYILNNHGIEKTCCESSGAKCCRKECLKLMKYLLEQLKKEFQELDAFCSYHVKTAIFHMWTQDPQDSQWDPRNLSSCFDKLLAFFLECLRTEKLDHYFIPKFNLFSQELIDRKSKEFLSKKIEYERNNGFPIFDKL
* hit, by the source's call; & = joins results of further samples. Some of the compounds tested. The share of hits here may be higher or lower than overall.

SMILES | mcGAS RapidFire
CCN(CC(=O)NN1C(=O)NC2(CCCCC2)C1=O)Cc1ccccc1 | -1
CC(C)(CNc1snc(Cl)c1C#N)N1CCOCC1 | 0
CCOc1c(CC)cnc2c1c(=O)n(CC(=O)Nc1cccc(C)c1)c(=O)n2C | -5
CCCn1c(SCCn2c(C)csc2=O)nc2ccccc2c1=O | 13
CC(C)NC(=O)Cn1nnc(-c2ccccc2)n1 | 0
CN(Cc1ncc(-c2cccc(Br)c2)o1)C1CCCCC1S(C)(=O)=O (configuration not stated) | -32
Cn1cnnc1SCc1ccc(OCC(F)(F)F)cc1 | -9
O=C1NC(c2ccccc2)C(=O)N(CC(=O)N2CCCCC2c2ccccn2)c2ccccc21 (configuration not stated) | -2
O=C(NCCc1ccccn1)c1ccc(C(F)(F)F)nc1 | -4
Cc1noc(C)c1C12CC3CC(CC(CC(=O)NN)(C3)C1)C2 | -10
Cc1cc(Nc2ccc3c(=O)c(Oc4ccc(F)cc4)c(C)oc3c2)no1 | -1
CC(C)n1nccc1C(=O)Nc1nc2c(s1)-c1cccc3cccc-2c13 | -5
O=C(NC1CC=CC1)C1CCCN(C2CCN(CCc3ccccc3)CC2)C1 (configuration not stated) | -7
COCc1c(C(=O)NCC(O)c2ccc(F)c(F)c2)oc2ccccc12 (configuration not stated) | -3
NC(=O)CC1CCN(Cc2noc(Cc3ccc(Br)cc3)n2)CC1 | 3
O=C(CCc1ncc(-c2ccc(F)cc2)o1)NC1CCN(C2CCCCCC2)C1 (configuration not stated) | 8
CCn1c(=O)c2c(nc3n2CCCN3c2ccc(F)cc2)n(C)c1=O | -4
CC(NS(=O)(=O)/C=C/c1ccccc1)c1ccc(Cl)c(Cl)c1 (configuration not stated) | -2
CC1CCCCN1CCNC(=O)N1CCC(OCCN(C)C)CC1 (configuration not stated) | -8
Cc1cc([N+](=O)[O-])nn1Cc1ccc(C(=O)N2CCSCC2)cc1 | -8
COc1ccc(NC(=O)Cn2nc(C(F)(F)F)cc2C2CC2)c(C)c1 | -1
COC(=O)c1cnc(N(C)S(=O)(=O)c2cnn(C(C)C)c2)s1 | -2
Cc1cccc(NC(=O)CCC2CCN(S(=O)(=O)N(C)C)CC2)c1 | -7
O=C(NC1CCCN(Cc2c(F)cccc2F)C1)c1ccn[nH]1 (configuration not stated) | -7
COc1cc(C=C2N=C(c3ccccc3I)OC2=O)ccc1OC(F)F | -3
SMILES | mcGAS RapidFire
COc1ccc(-c2noc(CCC(=O)N3CCc4ccccc43)n2)cc1 | -6
CCOC(=O)c1nn(-c2ccccc2)c(=O)cc1N1CCc2ccccc2C1 | -3
CCSCc1ccc(C(=O)Nc2n[nH]c(CC)c2Br)cc1 | -8
CN1CCN(C(CC(=O)Nc2ccc(O)cc2)C(=O)O)CC1 (configuration not stated) | -5
O=S(=O)(Cc1coc(-c2cccc(Cl)c2)n1)c1ncn[nH]1 | 6
O=C(NCC1CC1)c1nnc2n1CCN(Cc1ccccc1Cl)C2 | -10
O=C(Cn1cccn1)N1CCCC(N2CCN(c3ccccc3F)CC2)C1 (configuration not stated) | -5
CCCCN1C(=O)c2ccc(C(=O)Nn3c(C)nc4sccc4c3=O)cc2C1=O | 1
O=c1c2nnn(-c3ccc(F)cc3)c2ncn1Cc1cccc(C(F)(F)F)c1 | 5
COC(=O)c1sc(N)nc1C1CC1 | -7
COCCNC(=O)Cn1nc(C(C)C)c2cnn(-c3ccc(C)c(C)c3)c2c1=O | -2
CCCc1cc(C(=O)N2C[C@H]3OC(=O)N(CCc4ccccn4)[C@H]3C2)cs1 | -10
CN(CC(=O)NNC(=O)COc1ccc(Cl)cc1)C1CCCCC1 | 0
CC(C)N(C(=O)N1CCC2(CC1)CNC(=O)C2)C(C)C | 2
c1ccc(Cn2cc(-c3cccc4c3CCNC4)cn2)cc1 | -7
CC(C)c1cccc(C(C)C)c1OCCOCCn1cnc2ccccc2c1=O | -2
COc1ccccc1Cc1nc2c(c(=O)[nH]1)CNCC2 | -5
COc1ccc(NC(N)=Nc2nc(CSc3ccc(Cl)cc3)cc(=O)[nH]2)cc1 | -3
COC(=O)c1cc(C(=O)N2CCOC(c3ccc(Cl)c(Cl)c3)C2)n(C)n1 (configuration not stated) | -11
Cc1ccc(Sc2ncccc2C(=O)NCC2CCCOC2)cc1C (configuration not stated) | 1
Cc1ccccc1C(C)NC(=O)Cc1csc(NC(=O)c2ccco2)n1 (configuration not stated) | 8
CCc1cnc(-c2cc(C)ccc2OC)nc1 | -16
Cn1ccnc1-c1nccn1CCn1ccnc1 | 6
COc1ccc(OC)c(NC(=O)C2(C)CCN2Cc2ccc(-c3ccccn3)cc2)c1 (configuration not stated) | -8
CCOC(=O)c1ccc(NC(=O)c2ccnn2C)cc1 | -16

Four structures already listed, arranged by molar mass, largest number first:
SMILES | mcGAS RapidFire
O=C1NC(c2ccccc2)C(=O)N(CC(=O)N2CCCCC2c2ccccn2)c2ccccc21 (configuration not stated) | -2
COCCNC(=O)Cn1nc(C(C)C)c2cnn(-c3ccc(C)c(C)c3)c2c1=O | -2
CCOC(=O)c1nn(-c2ccccc2)c(=O)cc1N1CCc2ccccc2C1 | -3
COc1ccc(NC(=O)Cn2nc(C(F)(F)F)cc2C2CC2)c(C)c1 | -1

Entries listed so far with fluorine (11):
SMILES | mcGAS RapidFire
Cn1cnnc1SCc1ccc(OCC(F)(F)F)cc1 | -9
O=C(NCCc1ccccn1)c1ccc(C(F)(F)F)nc1 | -4
Cc1cc(Nc2ccc3c(=O)c(Oc4ccc(F)cc4)c(C)oc3c2)no1 | -1
COCc1c(C(=O)NCC(O)c2ccc(F)c(F)c2)oc2ccccc12 (configuration not stated) | -3
O=C(CCc1ncc(-c2ccc(F)cc2)o1)NC1CCN(C2CCCCCC2)C1 (configuration not stated) | 8
CCn1c(=O)c2c(nc3n2CCCN3c2ccc(F)cc2)n(C)c1=O | -4
COc1ccc(NC(=O)Cn2nc(C(F)(F)F)cc2C2CC2)c(C)c1 | -1
O=C(NC1CCCN(Cc2c(F)cccc2F)C1)c1ccn[nH]1 (configuration not stated) | -7
COc1cc(C=C2N=C(c3ccccc3I)OC2=O)ccc1OC(F)F | -3
O=C(Cn1cccn1)N1CCCC(N2CCN(c3ccccc3F)CC2)C1 (configuration not stated) | -5
O=c1c2nnn(-c3ccc(F)cc3)c2ncn1Cc1cccc(C(F)(F)F)c1 | 5

(list continues)
SMILES | mcGAS RapidFire
Cc1cc2c3c(c1)C1(N=C(N)NC(Nc4ccccc4)=N1)C(=O)N3C(C)(C)CC2C (configuration not stated) | -14
C=CCn1c(N2CCN(Cc3ccccc3)CC2)nc2c1c(=O)[nH]c(=O)n2C | -2
Cc1ccc(S(=O)(=O)N2CCN(c3ncccc3C#N)CC2)cc1C | -2
O=C1CSC2(C(=O)Nc3ccccc32)N1c1ccc(Cl)cc1 (configuration not stated) | -4
Cc1ccn(C(CC(=O)c2ccc(Br)cc2)C(=O)O)n1 (configuration not stated) | -1
O=S(=O)(Cc1ccc(F)cc1)Nc1nc2c(s1)CCCC2 | -10
CC(C)CN1CCC(NC(=O)c2ccc(Cl)cc2Cl)CC1 | -8
N#Cc1oc2ccccc2c1NC(=O)CN1CCN(c2ccccc2O)CC1 | 21
O=C(CSc1nc2ccccc2c(=O)n1C1CC1)c1ccccc1F | -1
CCn1c(C)cc(O)c(C(c2ccc(SC)cc2)N2CCCCC2)c1=O (configuration not stated) | -8
Cc1nc2n(n1)C(=O)C(C(c1cccc(Cl)c1)N1CCN(Cc3ccccc3)CC1)S2 (configuration not stated) | -11
CCC(C(=O)Nc1cccc(C(=O)NC(C)(C)C)c1C)n1cccn1 (configuration not stated) | -8
O=C(c1ccccc1OC1CCN(Cc2ccsc2)CC1)N1CCCCC1 | -12
O=C(c1ccc(Cl)cc1)N(CCN1CCOCC1)c1nc2c(F)cc(F)cc2s1 | -6
Cc1cc(C)n2nc(S(=O)(=O)NC(C)(C)C)nc2n1 | 0
Cc1cc(C)n(C(=O)c2ccc([N+](=O)[O-])c(C)c2)n1 | -5
CC(Cc1ccccn1)N(C)C(=O)C(C)(C)n1cccc1 (configuration not stated) | 0
CCN1CCN(C(c2cccc(F)c2)c2c(O)cc(C)n(Cc3ccccn3)c2=O)CC1 (configuration not stated) | -10
CC(C)(O)C#Cc1ccc(CN2CCCN(C(=O)C3CCC3)CC2)s1 | -21
Cc1cc(=O)[nH]c(-n2nc(C)c(CCC(=O)NC3CC3)c2C)n1 | 4
COc1ccc(-n2cnnn2)c(OC)c1 | -7
Cc1ccc(C)c(OCC(=O)N2CCCCC2CCO)c1C (configuration not stated) | -9
Cc1c(C(=O)NCc2cccc(Cl)c2)sc(=O)n1CCC#N | -15
O=C(CCc1ccc(O)c(O)c1)NNC(=S)Nc1ccccc1C(F)(F)F | 2
C=C(C)CN1CCN(c2nc3c(c(=O)[nH]c(=O)n3C)n2CCc2ccccc2)CC1 | -3
SMILES | mcGAS RapidFire
C=CCOC(=O)C1=CS(=O)(=O)c2ccccc21 | -17
CCOc1ccc(SCC(=O)Nc2ccc(-n3cnnn3)cc2)cc1 | -7
Cn1cnnc1SCc1cc(=O)c(OCc2ccc(Cl)cc2)co1 | -11
CCN1CCCC(NC(=O)c2cc(NC)ccc2OC)C1 (configuration not stated) | -33
Clc1ccc(CCNc2ncnc3[nH]ncc23)c(Cl)c1 | -6
NC(=O)Cn1cnc2c(nnn2Cc2ccccc2)c1=O | 4
O=C(Nc1ccc2c(c1)CN(Cc1ccc(-c3ccn[nH]3)o1)CC2)C1CCCO1 (configuration not stated) | -4
COc1ccc(OC(C)C)c(NCc2cc(C)on2)c1 | -3
CC(C)CN(C[C@@H](O)[C@H](Cc1ccccc1)NC(=O)O[C@H]1CCOC1)S(=O)(=O)c1ccc(N)cc1 | 5
Nc1n[nH]c2ccc(-c3cccc4cnccc34)cc12 | -22
COc1cc2c(cc1OC)CN(C(=O)CC1C(=O)NCCN1Cc1ccccn1)CC2 (configuration not stated) | -6
COC(=O)c1cccc(C)c1NC(C)=O | -6
Cc1c(C)n2c3c(=O)n(Cc4ccccc4F)c(=O)n(C)c3nc2n1CC(C)C | -12
Cc1ccnc(SCc2cn3c(C)cccc3n2)n1 | -17
O=C(c1cccnn1)N1CCc2[nH]nc(-c3ccc(-c4ccccc4)cc3)c2C1 | -20
CN(C)CCNC(=O)c1c(O)c2c([nH]c1=O)CCCC2 | -8
Cc1ccc(S(C)(=O)=O)cc1N1C(O)c2ccccc2S1(=O)=O (configuration not stated) | -10&1
Cc1ccc(NC(=O)CN2CC(C)SC2=NC2CCCCC2)cc1 (configuration not stated) | -6
CC(OC(=O)c1cccc(Cl)c1Cl)C(N)=O (configuration not stated) | 4
CNC(=O)C(C)CN(C)C(=O)Nc1ccccc1N(C)C1CCCC1 (configuration not stated) | -10
CCS(=O)CCc1nc(CC(C)C)nn1-c1ccc2c(c1)OCCO2 (configuration not stated) | -8
S=c1[nH]nc(Cc2csc(-c3ccccc3)n2)n1CC1CCCO1 (configuration not stated) | -4
COc1ccc(CCN(C)C(=O)c2cccc(SC(F)F)c2)cc1OC | -7
COc1cccc(CNC(=O)C(=O)NCCC2CCCCN2S(=O)(=O)c2ccc(F)c(C)c2)c1 (configuration not stated) | -4
O=C(Cn1cnc2c(nnn2Cc2ccc(Cl)cc2)c1=O)c1ccc(Cl)cc1 | 2
SMILES | mcGAS RapidFire
CCn1cc(CN(C)C(=O)c2ccc3cccc(F)c3n2)cn1 | -5
CCc1ccccc1OC1CN(C(=O)c2nnc(CN(C)C)o2)C1 | -4
CC1CCc2ccccc2N1C(=O)c1cccc(NC(=O)C2CC2)c1 (configuration not stated) | -13
Cc1ccsc1C(=O)N(C)CC1CCCN(CCc2ccc(Cl)cc2)C1 (configuration not stated) | 2
COC(=O)Cn1c(=O)c2c(nc3n2CCN3c2ccc(C)cc2)n(C)c1=O | -1
CNC(=O)Cn1cc(NC(=O)C2CC2c2ccc(C)s2)cn1 (configuration not stated) | -8
COc1cc(/C=C/CN2CCC(N3CCC(C(=O)NC4CC4)CC3)CC2)ccc1O | -11
C=c1occc1=C1NN=C(SCC(=O)N(C)C(C)c2ccccc2)O1 (configuration not stated) | -7
Cc1ccc(C(C)NS(=O)(=O)N2CCCCCC2)o1 (configuration not stated) | -6
CC(SC1=Nc2ccccc2C2CC=NN12)C(=O)Nc1ccccc1 (configuration not stated) | -7
N#CC1C(=N)Oc2n[nH]c(-c3cccc([N+](=O)[O-])c3)c2C1c1ccccc1C(F)(F)F (configuration not stated) | -7
CCOC(=O)C1C(C)=NC2=C(C(=O)CC(C)(C)C2)C1c1ccco1 (configuration not stated) | -18
CCC(C)N(Cc1cccnc1)C(=O)CCSC (configuration not stated) | -21
C=c1occc1=C1NN=C(SCC(=O)c2cc(C)n(C)c2C)O1 | -11
Cc1nnc(-c2cccc(NC(=O)C3CCN(C(=O)c4ccnn4C)CC3)c2)s1 | 0
Cc1ccc(COC2CCCNC2)cc1 (configuration not stated) | -10
Cc1ccc(S(=O)(=O)Nc2ccc(Nc3nc(C)cc(N4CCOCC4)n3)cc2)c(C)c1 | -11
Clc1ccc2oc(Nc3ccc4oc5ccccc5c4c3)nc2c1 | -9
Cc1nc(C)c(C(=O)N2CC[C@H](CO)[C@H](O)C2)s1 | -13
CC(=O)c1cccc(NC(=O)c2cncn2-c2ccccc2)c1 | -18
Cc1cc(NC(=O)C(C)N(C)Cc2ccc(Cl)c(Cl)c2)on1 (configuration not stated) | -6
Cc1ccc(C(=O)C(C)OC(=O)Cc2ccc(Cl)cc2)cc1 (configuration not stated) | -4
O=C(NCCc1nc(-c2ccccn2)no1)c1cccc2ccnn12 | -10
CCOC(=O)NC(CNCc1ccnc(-c2ccccc2)n1)C1CC1 (configuration not stated) | -14
CN1CC2(CCCN(c3ncccc3C(N)=O)CC2)OC1=O (configuration not stated) | -8
SMILES | mcGAS RapidFire
Cc1nc(CN2CCN(C(=O)C(NC(=O)CC(C)C)C(C)C)CC2)n[nH]1 (configuration not stated) | -3
CC1Sc2ccc(-c3ccco3)cc2N(Cc2ccc(Cl)cc2)C1=O (configuration not stated) | 66*
CN1CCC(=NNC(=O)c2ccccc2NS(=O)(=O)c2cccs2)CC1 | -3
COc1ccc(-c2nnc3n(C)c4c(=O)[nH]c(=O)n(C)c4n23)cc1 | -3
COc1ccc2cc(CNC(=O)NC(C)c3ccc(F)c(F)c3)ccc2c1 (configuration not stated) | 2
CCN(CC)C(=O)n1cnc(-c2ccccc2)c1-c1ccccc1 | -17

Screening results: PubChem, Fisher Drug Discovery Resource Center
